Screens (PubChem BioAssay)
TSHR antagonist = antagonists of human thyroid stimulating hormone receptor | P16473 | TSHR-expressing cells, TSH-stimulated cAMP HTRF, 2 h; hits give low values | activity change, negative = inhibition, % at 11.5 µM | 330,000 tested, 0.2% active | AID 504810;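 active = activity change below a set negative limit, meaning inhibition stronger than a set level, cut at about -70% in these data; inconclusive = activity change between two set negative limits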; also: % is scaled to controls: 0 for no effect and ±100 for the full control effect
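Antagonism was scored as loss of TSH-driven cAMP in TSHR cells, stimulated with 4nM TSH (EC80) for 2 hours at 37 deg C and detected by homogeneous HTRF competition immunoassay.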
ASM inhibitor = human S-ASM enzyme inhibition. P17405. placental ASM, HMU-PC fluorogenic substrate, 60 min. Potency, µM (top dose mostly 57.5 µM), for the others: at the top dose activity change, negative = inhibition, hits mostly inhibitors. 340,000 tested, 0.006% active. AID 504937; also: potency is read from the fitted curve at half-maximal effect
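Human placenta-derived ASM preincubated with compound 10 min at room temperature, then reacted with 9 uM (final) fluorogenic HMU-PC substrate for 60 min at 37 C. Stop solution raises pH to 10; fluorescence read at Ex 386/Em 447 nm.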
a7 integrin act = activates integrin-mediated alleviation for muscular dystrophy. alpha7betagal myoblasts, beta-gal FDG fluorescence, 48 h. Potency, µM (titrated, usually from 38.3 µM), for inactives: at the top dose activation, hits mostly activators. 350,000 tested, 0.064% active;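 also: potency is read from the fitted curve at half-maximal effect; 100% = response of the positive control SU9516; nearly all actives have a fitted effect of over 60% in size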
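alpha7betagal+/- myoblasts (passage 13, 250/well) treated 48 h at 37C with compounds at 1:260 dilution of DMSO stock. Lysed, then beta-galactosidase activity read as FDG fluorescence (ex 480/em 540) after 30 min, with pre-read for autofluorescence.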
TSG101-PTAP inh = blocks PTAP/TSG101 interaction to inhibit HIV-1 budding; Q99816; Fluorescence polarization, FITC-PTAP peptide / Tsg101 binding; Potency, µM (titrated, usually from 115 µM), for inactives: at the highest dose activity change, negative = inhibition, hits mostly inhibitors; 340,000 tested, under 10 active; AID 493005; active = well fitted inhibition curve with a large enough effect in the main read-out, with a control signal flat, not every such curve was filed as active; inconclusive = small, poorly fitted or top-dose-only effect, or effect the other way, or a change in a side signal; inactive = no such curve, though single readings can be large or run the other way; also: potency is read from the fitted curve at half-maximal effect; % of control where 0% means no effect
Target sequence (Q99816 whole entry, looked up): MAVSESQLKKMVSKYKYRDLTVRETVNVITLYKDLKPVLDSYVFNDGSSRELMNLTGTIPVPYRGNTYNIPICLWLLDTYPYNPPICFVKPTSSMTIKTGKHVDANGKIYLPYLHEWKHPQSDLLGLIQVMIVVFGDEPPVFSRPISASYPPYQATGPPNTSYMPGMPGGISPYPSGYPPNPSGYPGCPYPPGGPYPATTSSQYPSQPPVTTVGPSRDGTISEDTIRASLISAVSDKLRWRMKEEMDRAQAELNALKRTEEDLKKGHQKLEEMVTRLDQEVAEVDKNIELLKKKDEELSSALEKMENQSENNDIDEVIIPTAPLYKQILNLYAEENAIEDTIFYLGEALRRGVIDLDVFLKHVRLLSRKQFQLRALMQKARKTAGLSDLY
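Compounds were pin-transferred onto Tsg101 binding domain (10 uM final) in HEPES pH 7.5 buffer, then FITC-PTAP peptide was added at 50 nM final. After 20 min at RT, polarization reported peptide displacement across a qHTS concentration series.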
Eya2 inh = blocks the phosphatase activity of human Eya2; O00167; Potency, µM (top dose mostly 76.9 µM), without a hit: at the highest dose activity, negative = inhibition, actives largely listed as inhibitors; 330,000 tested, 0.006% active; AID 488837; recombinant Eya2, OMFP fluorescence dephosphorylation (OMFP is methylfluorescein phosphate); also: potency is read from the fitted curve at half-maximal effect; % is scaled to controls: 0 for no effect and ±100 for the full control effect
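Eya2 (0.2 uM) preincubated 10 min at ambient with compound, then OMFP substrate added at 50 uM; 10 min reaction in 50 mM HEPES pH 7.5, 50 mM NaCl, 5 uM MgCl2, 0.05% BSA, 1 mM DTT. Fluorescence read at Ex 485/Em 525 nm.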
Tb PFK block = blocks T. brucei phosphofructokinase. O15648. T. brucei PFK, ADP-Glo luminescence. Potency, µM (doses to about 57.5 µM), for inactives: at the top dose activity, negative = inhibition, most hits filed as inhibitors. 330,000 tested, 0.17% active. AID 485367;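 also: potency is read from the fitted curve at half-maximal effect; 0% = uninhibited 1x PFK enzyme wells and -100% = no-enzyme wells; nearly all actives have a fitted effect of over 60% in size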
Target sequence (O15648 whole entry, looked up): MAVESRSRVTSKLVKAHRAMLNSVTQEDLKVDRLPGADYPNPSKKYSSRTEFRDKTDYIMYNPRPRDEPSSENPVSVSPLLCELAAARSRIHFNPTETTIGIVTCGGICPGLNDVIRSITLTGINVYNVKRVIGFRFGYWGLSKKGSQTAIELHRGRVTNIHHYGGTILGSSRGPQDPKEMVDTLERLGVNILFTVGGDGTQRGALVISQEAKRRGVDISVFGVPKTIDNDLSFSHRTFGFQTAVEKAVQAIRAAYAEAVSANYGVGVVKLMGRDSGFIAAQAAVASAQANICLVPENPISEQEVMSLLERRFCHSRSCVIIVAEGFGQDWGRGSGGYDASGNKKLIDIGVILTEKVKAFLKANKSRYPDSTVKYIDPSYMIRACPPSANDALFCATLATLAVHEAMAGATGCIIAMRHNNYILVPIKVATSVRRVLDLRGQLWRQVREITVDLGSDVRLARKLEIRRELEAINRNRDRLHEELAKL
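In TEA buffer at pH 8.0 with 5 mM MgCl2, enzyme (1.25 nM) converted F6P (0.5 mM) and ATP (0.1 mM) for 45 min at room temperature. ADP product was read by luciferase luminescence.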
TCR act = T cell receptor activation; primary human leukocytes, anti-CD3, IL-2 HTRF, 48 h; Potency, µM (top dose mostly 9.22 µM), for the others: top-dose activation of IL-2 secretion, actives largely listed as activators; 330,000 tested, under 10 active; AID 504894; also: % of control where 0% means no effect
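IL-2 produced over 48 hr by a-CD3 bead-stimulated primary human leukocytes exposed to compounds was detected with a homogeneous time-resolved FRET immunoassay, 665nm acceptor signal after 320nm excitation.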
BCR signal inh = chronic active BCR signaling inhibition; ABC-DLBCL IkBa-CBG/CBR reporter, luminescence ratio, 4 h; Potency, µM (doses to about 46.1 µM), for inactives: at the highest dose ratio change, negative = lower green/red ratio, usual class: inhibitors; 340,000 tested, 0.05% active; AID 493014; active = well fitted inhibition curve with a large enough effect in the signal ratio, with a control signal flat, not every such curve was filed as active; inconclusive = small, poorly fitted or top-dose-only effect, or effect the other way, or a change in a side signal; the % refers to the signal ratio;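 also: potency is read from the fitted curve at half-maximal effect; plate controls were basal doxycycline-induced cells for no effect and cells given 10 µM MG132 for full effect; MG132 reads +100%, hits lower the ratio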
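TMD8 ABC-DLBCL cells carrying doxycycline-inducible green luciferase fused to IkappaBalpha plus unfused red luciferase were exposed to compounds (up to 46 uM) for 4 hrs at 37C. Activity came from the overlap-corrected green/red luminescence ratio.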
ELG1 DNA repair = blocks ELG1-dependent DNA repair in HEK293T cells; HEK293T ELG1-luciferase reporter, luminescence, 16 h; DNA damage induced by 5-fluorouridine; Potency, µM (series often up to 46.1 µM), without a hit: at the highest dose activity change, negative = inhibition, usual class: inhibitors; 330,000 tested, 2.3% active; also: potency is read from the fitted curve at half-maximal effect; % is scaled to controls: 0 for no effect and ±100 for the full control effect; nearly all actives have a fitted effect of over 55% in size
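Luminescence from the luciferase reporter, measured 30 min after ONE-Glo reagent at room temperature, was the read-out. Beforehand, 2,000 cells per well were exposed for 16 hr at 37 °C to 5-fluorouridine together with compound or vehicle.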
Mito fusion act = blocks mitochondrial division or promotes mitochondrial fusion; AID 485298; S. cerevisiae fusion-defective mutant growth rescue, CellTiterGlo 48 h; 320,000 tested, 0.23% active; Potency, µM (highest dose often 46.1 µM), for inactives: at the highest dose growth rescue (activation), hits mostly activators;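 also: potency is read from the fitted curve at half-maximal effect; % of control where 0% means no effect; nearly all actives have a fitted effect of over 45% in size; temperature-sensitive fusion mutants such as fzo1-1 at 37 °C on non-fermentable ethanol glycerol medium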
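Compounds are tested for their ability to restore growth of mitochondrial fusion-defective yeast strains at non-permissive 37C in YPEG medium over 48 hours. Viability is quantified by luciferase luminescence.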
A-T KAP1 phos = potential ataxia-telangiectasia treatment | […] A-T fibroblasts, KAP-1 phosphorylation AlphaLISA; neocarzinostatin DNA damage 30 min before lysis | Potency, µM (top dose mostly 57.5 µM), for the others: at the top dose activation, most hits filed as activators | 320,000 tested, 0.19% active; also: potency is read from the fitted curve at half-maximal effect; % of control where 0% means no effect; nearly all actives have a fitted effect of over 45% in size
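ATM-like activity read as KAP-1 phosphorylation via AlphaLISA donor/acceptor antibody pairs after lysis and 6 hr at 25C. Cells were ATM-null patient fibroblasts ([…], hTERT), dosed 60 min, then exposed to the DSB inducer NCS for 30 min.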
* = called active by the depositor; ? = inconclusive; · = not tested or not shown; & = joins results of further samples; [ ] = another dose, or the depositor's remark. Unless noted, calls follow the shape of the dose curve; as a rule, active = well fitted curve in the direction sought with a large enough effect; inconclusive = small, poorly fitted or top-dose-only effect, or another doubt; inactive = no such curve, though single readings can be large; an effect the other way counts as inactive or inconclusive.

The line under a structure holds: TSHR antagonist	ASM inhibitor	a7 integrin act	TSG101-PTAP inh	Eya2 inh	Tb PFK block	TCR act	BCR signal inh	ELG1 DNA repair	Mito fusion act	A-T KAP1 phos
(1) CCC(C)N(C(=O)COC(=O)c1ccc(=O)n(Cc2ccccc2)n1)C1CCS(=O)(=O)C1 (configuration not stated)
  6	1%	-7%	1%	-4%	8%	-2%	0%	14%	-4%	16%
(2) COc1cccc(-c2ccc3nnc(SCC(=O)N4CCOCC4)n3n2)c1
  5	·	15%	1%	3%	-1%	2%	1%	?	-4%	0%
(3) COc1cccc(N2CCN(S(=O)(=O)c3cccc4nsnc34)CC2)c1
  0	4%	24%	-3%	-4%	-1%	1%	4%	4%	2%	2%
(4) Cc1ccc(C(C)NC(=S)NCc2ccc(F)cc2)c(C)c1 (configuration not stated)
  -8	-4%	-8%	-2%	-18%	0%	-1%	?	3%	-1%	23%
(5) Cc1c(C=O)c2ccccn2c1C(=O)c1ccncc1
  11	-2%	-12%	-4%	8%	-4%	0%	-15%	-13%	6%	2%
(6) C#CCCOC(=O)Nc1ccccc1
  -8	0%	-21%	-4%	9%	7%	2%	?	11%	1%	0%
(7) COC(=O)c1ccc(C(=O)OC)c(-n2c(=O)c3ccccc3c3ccccc3c2=O)c1
  8	-4%	18%	2%	8%	0%	?	?	?	-5%	33%
(8) COc1ccc(N=C/C=C2/C=C(c3ccccc3)OC(C)(C)O2)cc1
  0	-2%	2%	1%	-11%	17%	-2%	-2%	-18%	5%	-4%
(9) O=C(c1ccccc1Cl)N1CCN(S(=O)(=O)c2cccs2)CC1
  -6	2%	11%	·	14%	-1%	-3%	?	0%	8%	4%
(10) Cc1ccc(NC(=O)CN(C)C(=O)c2cn(Cc3ccccc3)nc2-c2cccnc2)cc1
  -11	4%	10%	-1%	3%	2%	-4%	8%	-1%	-1%	1%
(11) O=C(c1ccccc1F)N1CCC(O)(c2cccnc2)CC1
  -4	3%	6%	-4%	-25%	-3%	-2%	0%	9%	-2%	3%
(12) O=c1[nH]c(/C=C/c2ccc(Cl)cc2Cl)c([N+](=O)[O-])c(=O)[nH]1
  -36	9%	-9%	-3%	9%	-1%	7%	1%	8%	-2%	-7%
(13) COCCNS(=O)(=O)c1cc(C)c(C)cc1C
  -6	4%	32%	0%	-4%	2%	-3%[46.1 µM]	-3%	15%	-3%	3%
(14) Cc1cc2oc(=O)cc(CN3CCOCC3)c2cc1Cl
  -21	-1%	22%	0%	5%	1%	-1%	0%	12%	11%	4%
(15) COc1ccc2cc(C(=O)NC3CCCCC3)c(=O)oc2c1
  10	63%[activator]	10%	-1%	15%	-3%	1%	6%	16%	-1%	-4%
(16) COc1ccc(NC(=O)CCC(=O)Nc2nnc(CC(C)C)s2)cc1Cl
  -5	-2%	-18%	2%	-2%	5%	2%	-11%	7%	0%	-3%
(17) N#C/C(=C/c1cccc([N+](=O)[O-])c1)c1nnc2n1CCCCC2
  1	0%	-44%	-3%	-23%	3%	-1%[46.1 µM]	?	?	-3%	4%
(18) COc1ccc(CC(=O)Oc2ccc(C#N)cc2)cc1
  23	0%	26%	-2%	-12%	-6%	5%	5%	2%	2%	-4%
(19) O=C1CC2(CCN(C(=O)c3ccc(Br)cc3)CC2)Oc2ccccc21
  -4	0%	30%	-1%	7%	-12%	5%	0%	-25%	4%	4%
(20) CCN1C(=O)[C@H]2[C@H]3CN=C(SCC(=O)c4ccccc4)N3[C@@](C)(C(=O)OC)[C@H]2C1=O
  11	-4%	6%	-4%	0%	-3%	-8%[46.1 µM]	-7%	?	·	4%
(21) CC1(C)CC(=O)C(N=Nc2ccc(Br)cc2)=C(O)C1
  6	-1%	-33%	-1%	-13%	8%	0%	?	1%	-7%	?
(22) COc1ccc(CC(=O)NCC(=O)N/N=C/c2sccc2C)cc1
  -2	-1%	1%	-2%	12%	-3%	2%	-2%	12%	0%	6%
(23) CCOc1ccccc1N(C(=O)CNC(=O)c1ccco1)C(C(=O)NC1CCCC1)c1ccncc1 (configuration not stated)
  19	-1%	-42%	1%	-15%	0%	2%	6%	6%	0%	-2%
(24) CC1CC(C)(C)Nc2ccc(OC(=O)c3ccco3)cc21 (configuration not stated)
  23	-1%	-57%[inhibitor]	1%	-1%	0%	-5%	?	?	-12%	-4%
(25) CCNc1nc(NCC)nc(ON=C(C)C)n1
  16	·	·	·	-3%	1%	·	0%	-16%	-2%	1%
(26) COc1cccc(C2C(C#N)=C(N)N(N(C)C)C3=C2C(=O)CCC3)c1 (configuration not stated)
  -4	4%	2%	-2%	0%	0%	-2%	-1%	?	-7%	-7%
(27) COc1cccc(NC(=O)CCCn2c(=O)[nH]c3ccccc3c2=O)c1
  6	2%	8%	-3%	-29%	-5%	-6%	-1%	-7%	0%	-4%
(28) COc1ccc2c(c1)CC/C2=N\OC(=O)c1ccccc1OC
  -2	2%	15%	-5%	-11%	0%	0%	?	?	35µM*	8%
(29) CCCCNC(=O)N1CCN(S(C)(=O)=O)CC1
  5	-1%	-17%	-2%	-10%	-7%	-3%	-2%	-5%	2%	1%
(30) COC(=O)Nc1nnc(COc2ccccc2)s1
  -2	2%	2%	0%	?	-6%	-1%	6%	-4%	1%	2%
(31) CCOC(=O)N1CCC(Nc2c(NCCCN(CC)Cc3ccccc3)c(=O)c2=O)CC1
  -4	2%&-1%	22%&0%	-2%&-1%	15%	1%	-2%&2%	3%	-2%	-3%	3%
(32) CNc1ccc(/C=C/C(=O)c2cccc3ccccc23)cc1[N+](=O)[O-]
  1	-20%	1%	-2%	3%	2%	2%[46.1 µM]	-13%	-28%	29%	-12%
(33) Cc1cccc(OCc2ccc(C(=O)Nc3ccc(F)cc3)cc2)c1
  10	2%	18%	-1%	-7%	-15%	-4%[46.1 µM]	?	-5%	5%	1%
(34) NC(=O)SCC(=O)Nc1ccc(Cl)cc1
  17	-5%	8%	-7%	-10%	?	1%	?	-9%	10%	-5%
(35) O=C(NCCc1ccccc1)c1cccc(N2C(=O)C3CC=CCC3C2=O)c1 (configuration not stated)
  -2	2%	3%	-2%	-4%	-2%	-5%	?	17%	4%	-2%
(36) O=C(COC(=O)CN1C(=O)NC2(CCCC2)C1=O)Nc1c(Cl)cccc1C(F)(F)F
  -12	-1%	1%	-3%	14%	-1%	3%	1%	13%	0%	9%
(37) CCCCOC(=O)CCCc1ccc([N+](=O)[O-])cc1[N+](=O)[O-]
  -8	-3%	2%	-1%	1%	-2%	10%	-2%	-3%	19%	5%
(38) CC(=C/c1ccccc1)/C=N/Nc1nc(N2CCOCC2)nc(N2CCOCC2)n1
  -14	-1%	-17%	-1%	0%	1%	-6%[46.1 µM]	-1%	?	-1%	-11%
(39) O=C(c1cn(Cc2ccccc2)nc1-c1cccnc1)N1CCN(Cc2c(F)cccc2Cl)CC1
  1	5%	8%	-2%	9%	0%	3%	-5%	9.2µM*	1%	7%
(40) CN(CCc1ccccn1)c1ccc([N+](=O)[O-])cn1
  4	-10%	-7%	-1%	15%	-1%	-2%	-1%	16%	-3%	-2%
(41) O=C(CNC(=S)N(Cc1ccccc1)Cc1cccs1)NCc1ccc(F)cc1
  4	0%	0%	-1%	8%	3%	20%	?	?	3%	3%
(42) CCN(CC)C(=O)CSc1nc2c(sc(=S)n2-c2ccc(C)cc2C)c(=O)[nH]1
  -7	0%	-29%	-5%	10%	3%	2%	-7%	5%	13%	0%
